BaF3 parental: parental Ba/F3 viability inhibition as JAK2V617F counter-screen; CellTiter-Glo ATP luminescence; inhibition, % at 5.6 µM; 220,000 tested, 1.1% active; AID 1486;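 active = inhibition above a per-campaign cutoff, the mean inhibition of all tested compounds plus 3 SD, cut at about 27% in these data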;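 also: 0% = DMSO wells and 100% = JAK Inhibitor I control wells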
RBBP9 inh: blocks human serine hydrolase RBBP9; O75884; recombinant RBBP9, FP-Rh probe fluorescence polarization; inhibition, % at 7.94 µM; 220,000 tested, 0.2% active;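 active = inhibition above the campaign mean of all tested compounds plus 3 SD, cut at about 14% in these data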;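 also: plate controls were DMSO wells with RBBP9 for no effect and wells lacking RBBP9 protein for full effect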
Target sequence (O75884 whole entry, looked up): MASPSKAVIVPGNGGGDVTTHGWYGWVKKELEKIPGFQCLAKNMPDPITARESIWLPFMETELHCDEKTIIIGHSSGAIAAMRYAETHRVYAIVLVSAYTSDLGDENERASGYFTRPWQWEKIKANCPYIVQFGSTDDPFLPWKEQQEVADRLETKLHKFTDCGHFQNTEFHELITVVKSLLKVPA
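Measured by: FP readout at 525/598 nm; material: recombinant human RBBP9; also added: Serine-hydrolase probe FP-Rh, 375 nM pre-mixing; medium: Tris buffer pH 8.0, NaCl, Pluronic; replication: one well per compound; doses: one concentration, 7.94 µM nominal, 0.794% DMSO; timing: preincubation 30 min plus labeling 45 min at 25 °C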
Tb hexokinase: blocks Trypanosoma brucei hexokinase 1 activity | recombinant TbHK1, G6PDH-coupled NADH A340 | inhibition, % at 10 µM | 220,000 tested, 0.11% active;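 active = inhibition of 50% or more in the single-dose primary screen; inactive = inhibition below 50%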
Furin inhibitor: inhibitors of human furin; 220,000 tested, 0.061% active; purified furin, fluorogenic substrate cleavage; P09958; inhibition, % at 30 µM; in the data active = inhibition above about 25%; also: inactives centre near -15
NCF1 inh: inhibitors of human p47phox binding; P14598; p47phox/p22phox peptide binding, fluorescence polarization, 2 h; inhibition, % at 24.7 µM; 220,000 tested, 0.53% active; AID 1274;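 active = inhibition above about 30%, limit read from the data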;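 also: 0% = p47phox with labelled peptide and 100% = labelled peptide alone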
p97 ATPase inh: human p97 ATPase inhibition. P55072. recombinant p97 ATPase, Kinase-Glo ATP luminescence, 3 h. inhibition, % at 8 µM. 220,000 tested, 0.42% active. AID 1481; in the data active = inhibition above about 15%;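 also: 0% = DMSO vehicle and 100% = wells lacking enzyme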
Target sequence (P55072 whole entry, looked up): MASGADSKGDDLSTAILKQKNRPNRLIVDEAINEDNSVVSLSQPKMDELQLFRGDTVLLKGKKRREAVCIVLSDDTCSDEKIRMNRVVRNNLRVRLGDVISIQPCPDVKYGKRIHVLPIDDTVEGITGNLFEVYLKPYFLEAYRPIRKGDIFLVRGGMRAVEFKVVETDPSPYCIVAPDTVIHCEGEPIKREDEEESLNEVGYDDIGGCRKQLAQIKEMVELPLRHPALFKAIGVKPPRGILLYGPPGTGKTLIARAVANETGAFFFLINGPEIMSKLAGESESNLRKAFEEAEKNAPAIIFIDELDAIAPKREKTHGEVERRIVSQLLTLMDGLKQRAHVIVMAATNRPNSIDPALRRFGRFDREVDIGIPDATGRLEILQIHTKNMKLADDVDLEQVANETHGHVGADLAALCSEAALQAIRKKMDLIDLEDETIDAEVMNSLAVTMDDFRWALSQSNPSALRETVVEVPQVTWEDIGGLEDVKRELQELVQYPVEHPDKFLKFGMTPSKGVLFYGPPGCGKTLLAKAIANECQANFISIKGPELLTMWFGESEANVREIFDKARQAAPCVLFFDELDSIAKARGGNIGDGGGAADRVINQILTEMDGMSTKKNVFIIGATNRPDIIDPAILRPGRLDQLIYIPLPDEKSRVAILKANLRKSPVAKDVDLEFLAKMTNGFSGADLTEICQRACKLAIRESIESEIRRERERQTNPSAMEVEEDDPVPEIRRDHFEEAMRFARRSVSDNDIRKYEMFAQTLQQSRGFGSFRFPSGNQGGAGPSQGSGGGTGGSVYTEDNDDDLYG
PPC-1+TRAIL kill: compounds killing PPC-1 cancer cells with TRAIL present (potentiator screen, no TRAIL-free arm). cell killing (% activity), % at 4 µM. PPC-1 cells + TRAIL, ATPLite viability luminescence. 220,000 tested, 0.41% active;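 active = cell killing above 50% in the first pass at 4 µM, then a duplicate retest at 5 µM averaging 50% or more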;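 also: plate controls were cells with TRAIL plus DMSO for no effect and medium-only wells lacking cells for full effect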
Ba/F3 V617F tox: loss of viability in JAK2V617F-driven Ba/F3 cells; Ba/F3 EpoR-JAK2V617F viability, ATP luminescence; inhibition, % at 5.6 µM; 220,000 tested, 1.1% active; AID 1446;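 active = inhibition above the campaign mean plus 3 SD over all tested compounds, cut at about 24% in these data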;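 also: cytokine-independent growth of Ba/F3 cells driven by EpoR plus mutant JAK2; 0% = DMSO-treated cells and 100% = JAK inhibitor I control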
EP2 antag: inhibitors of human EP2 prostaglandin E2 receptor | P43116 | C6 glioma cells expressing human EP2, cAMP TR-FRET; cells stimulated with saturating PGE2 | inhibition, % at 25 µM | 260,000 tested, 0.52% active | AID 1422;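 active = percent inhibition above 40 after rounding to a whole number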;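 also: rat C6 glioma host cells with rolipram phosphodiesterase inhibitor present; the protocol text gives 20 µM as final concentration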
The depositor's hits bear a star; & = joins results of further samples; [ ] = dose if it differs, or a comment. A portion of the library, so the mix of outcomes need not match the whole.

SMILES	BaF3 parental	RBBP9 inh	Tb hexokinase	Furin inhibitor	NCF1 inh	p97 ATPase inh	PPC-1+TRAIL kill	Ba/F3 V617F tox	EP2 antag
O=C1CC(Nc2ccc(N3CCOCC3)cc2)C(=O)N1c1ccccc1F (stereo not given)	2	-5	2	-25	-1	8	11	-3	5
Oc1[nH]c2ccccc2c1C1=NCCCC1	8	-2	-35	-12	-3	-2	0	3	10
Cc1ccc(-c2ccc(=O)n(CC(=O)NCc3ccco3)n2)cc1	1	-7	0	-25[20 µM]	-18	3	6	1	8
CC1=C(C(=O)Nc2ccccc2C)C2(CCCC2)C(C(N)=O)C(=O)N1 (stereo not given)	4	-7	5	-12[20 µM]	-9	6	0	-1	5
CCOP(=O)(O)c1ccccc1OCCOc1ccccc1P(=O)(O)OCC	2	-1	-2	-12[20 µM]	-2	3	-5	-3	0
CCCS(=O)(=O)c1nc(S(=O)(=O)c2ccc(C)cc2)c(NCc2ccco2)s1	7	-6	3	-7	-43	-4	13	0	5
O=C(O)C1OC(C(=O)O)C2C1C(F)(F)C2(F)F (stereo not given)	6	2	6	-16	-7	1	5	8	8
CN1CCN(C(=O)c2cn(-c3ccccc3)nc2-c2cccs2)CC1	4	-7	0	-22	-11	-5	12	2	4
O=C(CCC1COc2ccccc2O1)Nc1ccc(Cl)cn1 (stereo not given)	1	0	11	-13[20 µM]	3	0	0	-1	12
COc1ccc(C(=O)NNC(=O)Cc2ccc(-c3ccccc3)cc2)cc1OC	8	-4	-4	-5[20 µM]	2	3	24	1	9
O=C1CSC(c2cccnc2)N1c1cccc(Cl)c1 (stereo not given)	4	0	-3	-34	-8	0	14	-2	9
O=C(Cn1nnc2c(cnn2-c2ccccc2)c1=O)N1CCN(c2ccccc2F)CC1	-1	-3	3	-15	-19	1	18	-2	13
Cc1cc(C)n2nc(C(=O)Nc3nccs3)nc2n1	5	1	-24	-15[20 µM]	-9	1	10	-2	8
O=C(N/N=C/c1ccsc1)c1cc(-c2cccs2)nc2ccccc12	8	-12	-17	-19	-24	4	36	2	1
CCn1cc(C(=O)NCc2cccnc2)c2cc(OC)c(OC)cc2c1=O	7	0	-6	-28	-11	4	14	1	8
CCOC(=O)c1sc(=S)sc1SCc1cccc(C(F)(F)F)c1	1	-4	0	-15[20 µM]	-5	0	37	-1	2
CC(C)OC(=O)CSc1nnc(CNc2nc(-c3ccccc3)cs2)n1C	1	-6	1	-23	-10	-1	10	2	14&10
CCc1nnc(NC=C2C(=O)OC(C)(C)OC2=O)s1	5	-8	1	-14	-10	-1	3	2	8
COc1ccccc1/C=C/C=N/N1CCN(Cc2ccc(Cl)cc2)CC1	6	-6	-18	-20[20 µM]	-4	2	16	2	16
CN(C)S(=O)(=O)c1ccc(C(=O)OCC(=O)c2ccc3c(c2)NC(=O)CO3)cc1	1	-10	1	-14	-13	-1	12	-1	9
O=S(=O)(c1ccccc1)c1cc(O)ccc1O	6	3	-11	-18	-2	-4	-16	2	7
O=C(N/N=C/c1ccccc1[N+](=O)[O-])c1cnccn1	0	-2	-27	-24	-2	4	-2	-4	2
CC(C)NS(=O)(=O)c1ccc2c(c1)NCC2	-1	-6	34	-12	-5	2	18	-4	6
O=C(Nc1cccc(Cl)c1N1CCCC1)c1ccc([N+](=O)[O-])o1	-2	-3	-12	0	0	0	11	-2	6
CCOCCCNC(=O)CCc1ccc(S(=O)(=O)Nc2ccc(C)cc2)cc1	3	-6	-3	-23	3	-3	11	0	4

Some of these compounds in order of their number in RBBP9 inh, falling:
Structure	RBBP9 inh	Tb hexokinase	Furin inhibitor	NCF1 inh	p97 ATPase inh
O=C(Nc1cccc(Cl)c1N1CCCC1)c1ccc([N+](=O)[O-])o1	-3	-12	0	0	0
CC1=C(C(=O)Nc2ccccc2C)C2(CCCC2)C(C(N)=O)C(=O)N1 (stereo not given)	-7	5	-12[20 µM]	-9	6
CCc1nnc(NC=C2C(=O)OC(C)(C)OC2=O)s1	-8	1	-14	-10	-1

New compounds follow
SMILES	BaF3 parental	RBBP9 inh	Tb hexokinase	Furin inhibitor	NCF1 inh	p97 ATPase inh	PPC-1+TRAIL kill	Ba/F3 V617F tox	EP2 antag
COC(=O)C(CCCN1C(=O)c2ccccc2C1=O)(NC(C)=O)c1nnn(C)n1 (stereo not given)	7	-4	-6	-9	-1	1	-1	-2	8
CNC(=O)c1nc[nH]c1C(=O)NC	4	-7	-7	-13[20 µM]	-10	6	27	-1	7
CC(C)CN(C#N)c1nc(N2CCOCC2)nc(N2CCOCC2)n1	7	0	-2	-14	-9	0	24	5	22
CCCC1C(c2ccc(OC)cc2)C(C#N)(C#N)C2(C#N)CC1(N)NC2=O (stereo not given)	1	-5	6	-26	3	2	6	-3	8
Cc1cc(C)c2oc(C(=O)NCCc3ccc(S(N)(=O)=O)cc3)cc(=O)c2c1	-4	-1	8	-23	-6	-4	10	0	9
Cn1c(SCC(=O)NCCN2C(=O)CSC2=O)nnc1-c1ccccc1	4	-5	32	-8	-1	-3	-10	-1	11
CN(CCc1ccccn1)Cc1ccc(Cl)cc1	7	-1	-1	-7[20 µM]	3	-1	20	2	6
C/C(CCC(C)C)=N\NC(=S)NCc1ccccc1	4	-8	4	-24	-13	-5	-14	2	8
Cc1ccc(S(=O)(=O)N2CCC(=O)N(CCOC(=O)Nc3cccc(Cl)c3)CC2)cc1	6	-5	-9	-9	-5	6	0	2	10
CCCn1cc(CN2CCCC(C(=O)c3cccc(OC(C)C)c3)C2)c(C)n1 (stereo not given)	3	-4	0	-13	-13	1	0	-1	5
Cc1ccc(NC(=O)COC(=O)Cn2cnc3c2c(=O)n(C)c(=O)n3C)cc1Cl	5	-6	-1	-16	-7	3	13	-2	6
CCC(=O)NC(=S)Nc1ccc(NC(=O)c2ccc([N+](=O)[O-])cc2Cl)cc1	7	-4	-8	-16	3	-1	-4	3	7
Nc1cc([N+](=O)[O-])ccc1Nc1ccc(O)cc1	-6	7	-18	-9	-8	8	-9	-6	9
COP(=O)(OC)c1nc(-c2ccccc2)oc1NCc1ccccc1	4	8	-2	-40	0	-1	0	-5	4
COc1cc2c(cc1C1NC(=S)NC(C)=C1C(=O)N(C)C)CCCC2 (stereo not given)	6	-7	23	-11	-12	-2	24	0	4
Cc1sc(NC(=S)Nc2ccc(F)cc2)c(C(N)=O)c1C	2	1	-12	-19	-14	7	-16	-5	13
COc1ccc(NC(=O)C2CCCN2S(=O)(=O)c2ccc(F)cc2)cc1 (stereo not given)	9	-9	-4	-12	-10	-1	-15	0	7
O=C(CSc1nc2ccccc2c(=O)n1CCCO)N1CCc2ccccc21	5	-5	3	-21	0	2	6	0	8
CC1(C)C2CCC(C2)C1(C)NC(=O)CNC1CCCCC1 (stereo not given)	9	-2	0	-23	-4	-1	13	3	7
COc1ccc(-c2cn3ccc4ccccc4c3n2)cc1	9	-8	0	-21[20 µM]	-10	-8	38	6	16
N#CCO/N=C/C(=O)Nc1ccc(F)cc1F	9	-6	2	-27	2	-3	24	1	2
C/C(Cn1cnc([N+](=O)[O-])n1)=N\NC(=O)c1ccncc1	-1	2	-6	-20	-6	2	12	-5	10
CCC(C)c1ccc(NC(=S)NCc2cccnc2)cc1 (stereo not given)	8	-3	-2	-10	-9	1	18	0	3
CC(C)Nc1nc(SCC(N)=O)nc(N2CCOCC2)n1	3	2	-2	-23[20 µM]	-13	3	0	-1	7
Cc1cc(C(=O)CSc2nnc(-c3ccc(OC(F)F)cc3)o2)c(C)n1Cc1cccs1	5	-10	18	-14	4	-4	10	0	3

16 entries from above, with values under each structure.
Results follow in this order: BaF3 parental	RBBP9 inh	Tb hexokinase	Furin inhibitor	NCF1 inh	p97 ATPase inh	PPC-1+TRAIL kill	Ba/F3 V617F tox	EP2 antag
- COC(=O)C(CCCN1C(=O)c2ccccc2C1=O)(NC(C)=O)c1nnn(C)n1 (stereo not given)
  7	-4	-6	-9	-1	1	-1	-2	8
- CNC(=O)c1nc[nH]c1C(=O)NC
  4	-7	-7	-13[20 µM]	-10	6	27	-1	7
- CC(C)CN(C#N)c1nc(N2CCOCC2)nc(N2CCOCC2)n1
  7	0	-2	-14	-9	0	24	5	22
- CCCC1C(c2ccc(OC)cc2)C(C#N)(C#N)C2(C#N)CC1(N)NC2=O (stereo not given)
  1	-5	6	-26	3	2	6	-3	8
- Cc1cc(C)c2oc(C(=O)NCCc3ccc(S(N)(=O)=O)cc3)cc(=O)c2c1
  -4	-1	8	-23	-6	-4	10	0	9
- Cn1c(SCC(=O)NCCN2C(=O)CSC2=O)nnc1-c1ccccc1
  4	-5	32	-8	-1	-3	-10	-1	11
- CN(CCc1ccccn1)Cc1ccc(Cl)cc1
  7	-1	-1	-7[20 µM]	3	-1	20	2	6
- C/C(CCC(C)C)=N\NC(=S)NCc1ccccc1
  4	-8	4	-24	-13	-5	-14	2	8
- Cc1ccc(S(=O)(=O)N2CCC(=O)N(CCOC(=O)Nc3cccc(Cl)c3)CC2)cc1
  6	-5	-9	-9	-5	6	0	2	10
- CCCn1cc(CN2CCCC(C(=O)c3cccc(OC(C)C)c3)C2)c(C)n1 (stereo not given)
  3	-4	0	-13	-13	1	0	-1	5
- Cc1ccc(NC(=O)COC(=O)Cn2cnc3c2c(=O)n(C)c(=O)n3C)cc1Cl
  5	-6	-1	-16	-7	3	13	-2	6
- CCC(=O)NC(=S)Nc1ccc(NC(=O)c2ccc([N+](=O)[O-])cc2Cl)cc1
  7	-4	-8	-16	3	-1	-4	3	7
- Nc1cc([N+](=O)[O-])ccc1Nc1ccc(O)cc1
  -6	7	-18	-9	-8	8	-9	-6	9
- COP(=O)(OC)c1nc(-c2ccccc2)oc1NCc1ccccc1
  4	8	-2	-40	0	-1	0	-5	4
- COc1cc2c(cc1C1NC(=S)NC(C)=C1C(=O)N(C)C)CCCC2 (stereo not given)
  6	-7	23	-11	-12	-2	24	0	4
- Cc1sc(NC(=S)Nc2ccc(F)cc2)c(C(N)=O)c1C
  2	1	-12	-19	-14	7	-16	-5	13

Later entries
SMILES	BaF3 parental	RBBP9 inh	Tb hexokinase	Furin inhibitor	NCF1 inh	p97 ATPase inh	PPC-1+TRAIL kill	Ba/F3 V617F tox	EP2 antag
COc1ccc(C(CC(=O)O)n2cnnn2)cc1 (stereo not given)	5	1	-1	-18	8	-1	-1	1	3
O=C(C(=O)N1CCN(c2ccc(F)cc2)CC1)N1CCCCC1	3	-4	-1	-27	-2	-2	27	4	10
COc1ccc(S(=O)(=O)Nc2ccc(N3CCOCC3)cc2)cc1Br	5	-2	-7	-9[20 µM]	-3	2	-7	0	11
CCNC(=O)COc1cccc(C(=O)NCc2ccccc2)c1	7	-1	30	-15	-4	2	8	-1	7
CCCCCOC(=O)c1[nH]c2c(c1C)C(=O)C(C(=O)OC)C(C)C2 (stereo not given)	5	1	0	-13[20 µM]	-16	1	8	-4	12
COc1cc(/C=C/C(=O)Nc2nc3ccc(S(=O)(=O)NC(C)C)cc3s2)cc(OC)c1OC	6	-5	-25	-31	3	-2	11	2	7
COCC(=O)Nc1nnc(Cc2ccc(OC)cc2)s1	4	-4	-3	-26[20 µM]	-6	0	-5	2	16
Cc1ccc(NC(=S)Nc2ccccn2)c(C)c1	4	-9	1	-18	-30	4	13	-1	16
COc1cccc(/C=N/NC(=O)Cn2cnc3c2c(=O)n(C)c(=O)n3C)c1	1	-2	-3	-18	6	4	-18	-2	6
